A549 viability = kills or reduces viability of A549 cells in Nrf2 counter-screen. A549 ARE-Fluc cells, CellTiter-Fluor viability, 18-24 h. Potency, µM (titrated, usually from 46 µM), inactives show top-dose activity change, negative = cytotoxicity, usual class: inhibitors. 0.16% of 390,000 active; also: % is scaled to controls: 0 for no effect and ±100 for the full control effect
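A549 ARE-Fluc cells in 5% FBS OPTI-MEM, 5000 cells/well, rested 2 h then exposed to compounds in concentration-response for 18-24 h at 37 °C. Viability by CellTiter-Fluor fluorescence (Ex 405/Em 525) after 30 min; luciferase luminescence (BugLite, 15 min, RT) read afterwards.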
EPAC2 antagonist = EPAC2 (human) antagonism. Q8WZA2. EPAC2 GEF exchange of Rap1B-BODIPY-GDP, fluorescence. Potency, µM (top dose mostly 114 µM), for inactives: top-dose activity, negative = inhibition, actives largely listed as inhibitors. 0.18% of 360,000 active. AID 720708; also: % is scaled to controls: 0 for no effect and ±100 for the full control effect; nearly all actives have a fitted effect of over 45% in size; many of its hits are not listed in these tables
Target sequence (Q8WZA2 whole entry, looked up): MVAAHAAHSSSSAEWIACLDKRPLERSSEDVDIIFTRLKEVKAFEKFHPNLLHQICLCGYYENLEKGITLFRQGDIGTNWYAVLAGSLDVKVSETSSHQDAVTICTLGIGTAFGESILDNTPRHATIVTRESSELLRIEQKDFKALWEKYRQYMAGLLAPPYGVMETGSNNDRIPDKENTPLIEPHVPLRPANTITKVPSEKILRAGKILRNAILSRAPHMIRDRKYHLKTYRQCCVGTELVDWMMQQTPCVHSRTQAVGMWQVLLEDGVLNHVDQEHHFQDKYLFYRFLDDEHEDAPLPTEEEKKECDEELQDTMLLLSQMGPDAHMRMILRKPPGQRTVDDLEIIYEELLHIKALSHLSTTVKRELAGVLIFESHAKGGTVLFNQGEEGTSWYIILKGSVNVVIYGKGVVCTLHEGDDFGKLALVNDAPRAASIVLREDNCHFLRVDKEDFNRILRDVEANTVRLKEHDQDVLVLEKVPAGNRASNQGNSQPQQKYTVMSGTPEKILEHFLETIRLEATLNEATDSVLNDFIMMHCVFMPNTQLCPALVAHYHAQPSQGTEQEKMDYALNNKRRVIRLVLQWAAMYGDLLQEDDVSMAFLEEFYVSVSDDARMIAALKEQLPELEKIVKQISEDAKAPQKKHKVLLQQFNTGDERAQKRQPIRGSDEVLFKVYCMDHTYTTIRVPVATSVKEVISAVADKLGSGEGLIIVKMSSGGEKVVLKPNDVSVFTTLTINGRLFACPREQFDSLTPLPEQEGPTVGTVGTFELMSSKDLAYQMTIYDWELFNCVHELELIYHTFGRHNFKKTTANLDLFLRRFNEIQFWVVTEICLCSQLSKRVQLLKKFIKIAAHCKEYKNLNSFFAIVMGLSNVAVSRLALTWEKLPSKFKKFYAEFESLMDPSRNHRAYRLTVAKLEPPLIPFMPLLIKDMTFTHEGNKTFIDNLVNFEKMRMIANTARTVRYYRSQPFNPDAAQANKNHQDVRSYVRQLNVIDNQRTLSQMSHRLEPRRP
Nrf2 ARE act = Nrf2 pathway activation; AREc32 ARE-luciferase reporter (MCF7-derived line), luminescence, 24 h; AID 624171; 0.31% of 410,000 active; Potency, µM (series often up to 46.1 µM), without a hit: at the top dose activation, most hits filed as activators; also: % of control where 0% means no effect; nearly all actives have a fitted effect of over 65% in size
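For detection, Steady-Glo was added and plates sat 30 min at RT; before that, AREc32_Fluc cells grown overnight in OPTI-MEM/5% FBS had been treated with 23 nL compound for 24 hr at 37 deg C.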
HepG2 viability = HepG2 cytotoxicity, counter-screen for TGF-b inhibitors | AID 588856 | Potency, µM (doses to about 46.1 µM), for the others: top-dose activity change, negative = cytotoxicity, most hits filed as cytotoxic | HepG2 CAGA-GFP viability, ATP luminescence, 18 h | 0.76% of 410,000 active; also: some results filed as inactive show a strong effect at the top dose
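HepG2 CAGA-GFP cells (1000/well, DMEM with 1% FBS) received compound, then TGF-beta at 500 pg/mL final, and were incubated 18 hours at 37 degrees C. Viability was read by CellTiter-Glo luminescence. Media-only wells were set as complete cell-killing and DMSO as no toxicity.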
MCF10A rerep = induces DNA re-replication in MCF 10a normal breast cells; MCF 10A DNA re-replication, Hoechst nuclear intensity, 48 h; Potency, µM (doses to about 46.1 µM), for the others: top-dose activity, positive = re-replication, actives largely listed as activators; 2.9% of 350,000 active; AID 624296; also: % of control where 0% means no effect; nearly all actives have a fitted effect of over 50% in size
Nrf2 block = Nrf2 pathway inhibition; A549 ARE-Fluc reporter, luciferase luminescence, 18-24 h; Potency, µM (doses to about 46 µM), for the others: top-dose activity change, negative = inhibition, hits mostly inhibitors; 2.1% of 360,000 active; AID 504444; also: % is scaled to controls: 0 for no effect and ±100 for the full control effect; nearly all actives have a fitted effect of over 60% in size
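Two sequential reads on A549 ARE_Fluc cells exposed to compound for 18-24 h: a CellTiter-Fluor fluorescence read for viability, then a luciferase luminescence read for Nrf2/ARE activity.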
ATXN2 expr inh = ATXN2 expression inhibition | HEK-293 ATXN2-luciferase reporter, luminescence, 24 h | Potency, µM (highest dose often 57 µM), without a hit: at the top dose activity change, negative = inhibition, usual class: inhibitors | 0.72% of 360,000 active | AID 1745845; also: % is scaled to controls: 0 for no effect and ±100 for the full control effect; nearly all actives have a fitted effect of over 55% in size
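qHTS (up to 57 uM final) was run with 24 h compound exposure of reporter cells at 37 °C. Each well was multiplexed: SteadyGlo luminescence measured ATXN2-luciferase expression after a fluorogenic Gly-Phe-AFC viability readout (25 uM final).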
S2 tox = reduces viability in counter-screen for ATXN expression inhibitors; S2 cells (HEK-293 line with an ATXN2-luciferase reporter) viability, CellTiter-Fluor protease fluorescence, 24 h; Potency, µM (titrated, usually from 56.7 µM), usual class: cytotoxic; 0.49% of 400,000 active; AID 651635; also: nearly all actives have a fitted effect of over 40% in size
TGFb inhibitor = blocks TGF-b signaling; HepG2 CAGA-GFP TGF-b/SMAD3 reporter, GFP fluorescence, 18 h; TGF-beta stimulated, 500 pg/mL final; Potency, µM (top dose mostly 46.1 µM), for inactives: at the highest dose activity, negative = inhibition, usual class: inhibitors; 1.2% of 410,000 active; also: % is scaled to controls: 0 for no effect and ±100 for the full control effect; nearly all actives have a fitted effect of over 65% in size
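HEPG2 CAGA-GFP cells (1000/well, DMEM with 1% FBS) were pre-incubated 2 h at 37 degrees C, given compound by pin tool, then stimulated with TGF-beta at 500 pg/mL final for 18 h before per-cell GFP fluorescence imaging.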
An asterisk follows results filed as active; i = inactive; ? = inconclusive; / = not tested or not shown; & = joins results of further samples; [ ] = remark or other dose. Calls follow the shape of the dose curve; as a rule, active = well fitted curve in the direction sought with a large enough effect; inconclusive = small, poorly fitted or top-dose-only effect, or another doubt; inactive = no such curve, though single readings can be large; an effect the other way counts as inactive or inconclusive. Potency is read from the fitted curve at half-maximal effect.

Structure	A549 viability	EPAC2 antagonist	Nrf2 ARE act	HepG2 viability	MCF10A rerep	Nrf2 block	ATXN2 expr inh	S2 tox	TGFb inhibitor
Cc1ccc(-c2nc(N3CCOCC3)s[n+]2-c2ccccc2)cc1	19%	0%	4.5%	-18%	2%	?	57%[activator]	i	-18%
COc1ccc(C(c2ccc(OC)cc2)C(Cl)(Cl)Cl)cc1	29%	?	4.3%	-24%	-20%	/	4%	i	-35%
CS(=O)(=O)c1ccc(C(=O)N2CCC(C(=O)O)(c3ccccc3)CC2)cc1	-5%	-4%	0.3%	-9%	-3%	-17%	-2%	i	19%
Cc1cccc(NC(=O)CSc2nnc([C@@H](N)Cc3c[nH]c4ccccc34)o2)c1C	6%	-11%	0.2%	-31%	-185%[0.0737 µM]	?	3%	i	18%
CC(=O)Nc1ccccc1OC(=O)N(C)C	1%	-5%	-0.1%	-11%	1%	2%	2%	i	14%
Cc1ccc(C(C)C)c(OCC(=O)N2CCN(CCc3ccncc3)CC2)c1	4%	/	2.2%	-16%	/	2%	-11%	i	-16%
COC(=O)c1cn(CCOc2ccccc2)c2ccccc12	10%	-28%	3.7%	-5%	?	/	48%[activator]	i	1%
N/C(=N\[N+](=O)[O-])N/N=C/c1ccc(O)cc1	-12%[1.84 µM]	12%	-0.5%	-34%	0%	7%	15%	i	1%
COc1ccccc1N1CCN(S(=O)(=O)c2ccc3c(c2)oc(=O)n3C)CC1	-2%&10%	-8%	-0.3%&0.0%	3%&-18%	12%	-15%&-16%	-7%&9%	i	?
O=C1Nc2ccccc2Sc2ccccc21	0%	-6%	3.7%	-14%	9%	-13%	/	i	-5%
O=C1NC(=O)C(CCc2ccncc2)(CCc2ccncc2)C(=O)N1Cc1ccccc1	2%	-2%	-0.3%	-7%	-3%	-1%	-24%	i	10%
CCCC1(CCC)C(=O)NC(=NCc2ccccc2)NC1=O	?	-3%	-1.1%	-92%	?	?	?	?	?
CN1C(=O)C(O)N=C(c2ccccc2)c2ccccc21 (centres undefined)	-10%	0%	2.4%	10%	1%	6%	1%	i	0%
CN(C(=O)Oc1cccc2cccnc12)c1ccccc1	0%	1%	0.3%	1%	1%	5%	4%	i	3%
Cc1ccc(N(C)C(=O)C2CCN(S(=O)(=O)c3ccc4c(c3)oc(=O)n4C)CC2)cc1	1%	-1%	0.5%	53%	0%	-12%	4%	i	19%
CCOC(=O)C1(Cc2ccc(Cl)cc2)CCN(C(C)CCn2cccn2)CC1 (centres undefined)	-4%	3%	0.1%	-22%	-17%	0%	-30%	i	6%
O=c1c2ccccc2nc(Cc2ccccc2)n1-c1ccc(O)cc1	-1%	-20%	3.7%	-11%	17%	-28%	4%	i	13%
O=C(Cc1ccccc1)NC(Oc1ccccc1Cl)C(Cl)(Cl)Cl (centres undefined)	0%	3%	-0.1%	25%	-1%	1%	-7%	i	29%
C/C=C1/C[C@@H](C)[C@](O)(CO)C(=O)OCC2=CCN3CC[C@@H](OC1=O)[C@@H]23	-1%	5%	-0.9%	-2%	3%	4%	-5%	i	-7%
CCC(=O)Oc1ccc(C(=O)Nc2cccc(C(=O)c3ccccc3)c2)cc1	-5%	1%	6.5%	-29%	2%	?	23%	?	-3%
CCOC(=O)C(O)(c1ccc(N(C)C(=O)COc2ccccc2)cc1)C(F)(F)F (centres undefined)	-1%	-3%	0.0%	-2%	12%	-8%	-12%	i	2%
COc1ccc(Cn2c(O)c(/C=N/NC(=O)c3ccncc3)c(=O)[nH]c2=O)cc1	-17%	-7%	0.0%	-15%	2%	4%	14%	i	18%
O=C(CCn1c(=O)oc2ccccc21)N1CCC2(CC1)OCCO2	-5%	-1%	0.2%	0%	3%	18%	15%	i	-5%
Cc1cccc(NP(=O)(Oc2ccccc2)Oc2ccccc2)c1C	-3%	0%	2.2%	-2%	?	-8%	-10%	i	-22%
CN1C(=O)C(=Cc2ccc(SC3CCCCC3)o2)C(=O)N(C)C1=O	0%	17%	2.9%	-35%	7%	3%	-29%	i	0%
COc1ccccc1C(=O)Nc1ccc2nc(SCC(=O)N(C)c3ccccc3)sc2c1	-4%	/	-0.5%	9%	/	1%	?	?	1%
O=C(N/N=C/c1c(O)n(Cc2ccc(F)cc2)c(=O)[nH]c1=O)c1ccccc1O	-2%	5%	6.9%	21%	?	4%	-8%	i	-15%
C=C1[C@@H](OC(C)=O)[C@]23C[C@@H]1[C@@H](OC(C)=O)CC2[C@]12C4C[C@H]3[C@H]1N(CC)C[C@]4(C)CC[C@@H]2O (some centres undefined)	-1%	-12%	-0.8%	-4%	2%	1%	-9%	?	-2%
CC1=NN(c2ccccc2)C(=O)C1/C=C1/C(=O)NC(=O)N(c2cc(C)cc(C)c2)C1=O (centres undefined)	-4%	-9%	0.0%	-24%	-1%	7%	-14%	i	16%
CC(C)C[C@H]1COc2cc(N3CCN(C)CC3)ccc2S(=O)(=O)N1	/	2%	-1.3%	/	/	/	9%	i	/
CC(NS(C)(=O)=O)c1nnc2n1-c1ccc(Br)cc1C(c1ccccc1Cl)=NC2 (centres undefined)	2%	-1%	0.3%	17%	0%	9%	-6%	i	8%
CCOc1c(Cl)cc(CNC(C)C(O)c2ccccc2)cc1OC (centres undefined)	0%	8%	-1.0%	6%	?	0%	/	/	-13%
COc1ccccc1N=c1scc(-c2ccc(S(=O)(=O)N3CCCC3)cc2)n1C	-17%	/	-0.8%	-23%	/	3.7µM*	/	/	?
COc1ccc(-c2c(C)nn3c(-c4ccccc4)cc(C)nc23)cc1OC	-9%	/	4.1%	-14%	/	?	-19%	i	-14%
Cc1ccc(NC(=O)COC(=O)/C=C/c2ccco2)cc1S(=O)(=O)N(C)C	0%	0%	?	-7%	1%	9%	1%	i	?
FC(F)(F)/C(=N\P(=S)(N1CCOCC1)N1CCOCC1)N1CCOCC1	-4%	0%	-0.4%	-4%	5%	-4%	1%	i	-2%
CC12CN3CC(c4ccccc4)(CN(C1)C31CCCCC1)C2=O	-2%	8%	-0.2%	6%	1%	14%	1%	i	2%
CN(CC(=O)NC1CCCC1)S(=O)(=O)c1cccc(Cl)c1	3%	4%	-0.9%	1%	-1%	-7%	4%	i	?
CCCN[C@@H]1C(=O)N2C(C(=O)OCCC)=C(C)CS[C@H]12	-3%	15%	2.5%	-2%&42%	17%	?	-3%	i	-11%&0%
S=C(S)N1CCCC1	-7%	1%	0.0%	0%	?	5.8µM*	-1%	i	13%
Cc1cccc(N2C(=O)NC(=O)/C(=C\c3ccc4c(c3)CCCN4Cc3ccccc3)C2=O)c1	0%	-21%	3.9%	-1%	?	3%	0%	?	1%
CCOC(=O)C(NS(=O)(=O)c1ccc(C)cc1)(C(F)(F)F)P(=O)(OCC(C)C)OCC(C)C (centres undefined)	?	7%	9.0%	-42%	?	?	?	i	?
C=C1C2[C@H](OC(C)=O)[C@@H]3CC(=O)[C@]4(C)OC[C@@]3(C)[C@@]4(O)[C@@H](OC(C)=O)[C@H](OC(C)=O)[C@@]2(COC(=O)c2ccccc2)[C@@H](OC(C)=O)C[C@@H]1O (some centres undefined)	0%	-6%	0.2%	-8%	15%	-4%	3%	?	16%
COc1cc(/C=C/[N+](=O)[O-])ccc1OC(=O)c1cccnc1	-12%	16%	6.1%	6%	-4%	-6%	/	?	-3%
CC(=NCCCO)c1c(O)[nH]c(=O)[nH]c1=O	-1%	0%	-0.3%	8%	2%	-2%	9%	i	-15%
O=C(COc1ccc(Br)cc1)N1CCN(C2CCCC2)CC1	9%	2%	2.6%	-5%	-4%	/	2%	i	1%
O=C(Nc1c(F)cc(F)cc1F)c1cccn(Cc2ccccc2)c1=O	8%	-17%	2.5%	-17%	26%	?	19%	i	-21%
COc1ccc(-c2coc3c(C(=O)Nc4cc(OC)c(OC)c(OC)c4)cccc23)c(C)c1	/	8%	-0.6%	-17%	/	/	?	?	0%

Sorted by length of the SMILES (falling): 3 of the compounds above
Structure	A549 viability	EPAC2 antagonist	Nrf2 ARE act	HepG2 viability	MCF10A rerep	Nrf2 block	ATXN2 expr inh	S2 tox	TGFb inhibitor
CCOC(=O)C(NS(=O)(=O)c1ccc(C)cc1)(C(F)(F)F)P(=O)(OCC(C)C)OCC(C)C (centres undefined)	?	7%	9.0%	-42%	?	?	?	i	?
O=C(COc1ccc(Br)cc1)N1CCN(C2CCCC2)CC1	9%	2%	2.6%	-5%	-4%	/	2%	i	1%
CC(=NCCCO)c1c(O)[nH]c(=O)[nH]c1=O	-1%	0%	-0.3%	8%	2%	-2%	9%	i	-15%

Continued:
Structure	A549 viability	EPAC2 antagonist	Nrf2 ARE act	HepG2 viability	MCF10A rerep	Nrf2 block	ATXN2 expr inh	S2 tox	TGFb inhibitor
CCCCC[C@@H]1CCCCC[C@@H](O)C[C@@H](O)[C@@H](O)/C=C/C(=O)O1	/	-8%	3.9%	/	/	/	-3%	i	/
C=CCOC(=O)C1=C(C)OC(N)=C(C(=O)OCC)C12C(=O)N(CC(N)=O)c1ccccc12 (centres undefined)	4%	0%	0.3%	1%	1%	0%	0%	i	?
C1=CC2C3C=CC(C3)C2C1 (centres undefined)	-9%	-6%	0.4%	4%	-11%	0%	4%	i	-1%
CCCNS(=O)(=O)c1ccc(OCC(=O)N2CCN(Cc3ccc4c(c3)OCO4)CC2)c(C)c1	4%	6%	7.0%	-10%	18%	12µM*	-23%	i	-14%
O=[N+]([O-])c1ccc(O)c([N+](=O)[O-])c1	?	9%	-0.3%	10%	1%	?	6%	i	26%
COCCO[C@H]1CC[C@@]2(C)C(=CCC3C2CC[C@@]2(C)C3CC[C@]2(C)O)C1 (some centres undefined)	4%	10%	-0.1%	-26%	?	-24%	-15%	i	39%[activator]
Cn1c(=O)n(C)c2cc(CNCCc3ccccc3)ccc21	-9%	/	3.6%	-9%	/	-14%	-13%	i	-6%
O=S1(=O)NCC2(CC2)CN1Cc1ccccc1	/	3%	-1.2%	/	/	/	6%	i	/
Cc1cc(OCC(=O)OC(C)C)c2c3c(c(=O)oc2c1)CCCC3	-4%	7%	-0.4%	2%	2%	13%	4%	i	6%

Source: PubChem

This is a subset (hit frequency here may not be typical).
